# 14-3-3 Bad inh = inhibitors of 14-3-3 zeta/Bad binding, primary screen, biochemical, TR-FRET, bovine 14-3-3 zeta; 220,000 tested, 0.71% active; 14-3-3 protein zeta/delta (Bos taurus), P63103; TR-FRET 14-3-3zeta/Dy647-pBad peptide displacement, 1 h; inhibition, % at 21.7 µM; AID 781, 2007;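 active = inhibition above about 70%, limit read from the data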;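 note: 0% = full 14-3-3 plus peptide FRET controls and 100% = background without 14-3-3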
# KCC2 mod = KCC2 cotransporter modulators, thallium flux, primary screen, cell-based, HEK293 KCC2, FluoZin-2 fluorescence, MLSMR. Solute carrier family 12 member 5 (Homo sapiens), Q9H2X9. KCC2 cells, thallium flux FluoZin-2 fluorescence. B-score of Tl+ flux slope (higher = more flux/activation; lower = inhibition) at 10 µM. 190,000 tested, 2.2% active;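 active = thallium flux slope and its plate-corrected score both differing from the plate sample mean at a set confidence after two filtering rounds, in either direction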;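 note: slope of fluorescence scaled to starting intensity during 10 to 20 s after thallium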
# Target sequence (Q9H2X9 whole entry, looked up): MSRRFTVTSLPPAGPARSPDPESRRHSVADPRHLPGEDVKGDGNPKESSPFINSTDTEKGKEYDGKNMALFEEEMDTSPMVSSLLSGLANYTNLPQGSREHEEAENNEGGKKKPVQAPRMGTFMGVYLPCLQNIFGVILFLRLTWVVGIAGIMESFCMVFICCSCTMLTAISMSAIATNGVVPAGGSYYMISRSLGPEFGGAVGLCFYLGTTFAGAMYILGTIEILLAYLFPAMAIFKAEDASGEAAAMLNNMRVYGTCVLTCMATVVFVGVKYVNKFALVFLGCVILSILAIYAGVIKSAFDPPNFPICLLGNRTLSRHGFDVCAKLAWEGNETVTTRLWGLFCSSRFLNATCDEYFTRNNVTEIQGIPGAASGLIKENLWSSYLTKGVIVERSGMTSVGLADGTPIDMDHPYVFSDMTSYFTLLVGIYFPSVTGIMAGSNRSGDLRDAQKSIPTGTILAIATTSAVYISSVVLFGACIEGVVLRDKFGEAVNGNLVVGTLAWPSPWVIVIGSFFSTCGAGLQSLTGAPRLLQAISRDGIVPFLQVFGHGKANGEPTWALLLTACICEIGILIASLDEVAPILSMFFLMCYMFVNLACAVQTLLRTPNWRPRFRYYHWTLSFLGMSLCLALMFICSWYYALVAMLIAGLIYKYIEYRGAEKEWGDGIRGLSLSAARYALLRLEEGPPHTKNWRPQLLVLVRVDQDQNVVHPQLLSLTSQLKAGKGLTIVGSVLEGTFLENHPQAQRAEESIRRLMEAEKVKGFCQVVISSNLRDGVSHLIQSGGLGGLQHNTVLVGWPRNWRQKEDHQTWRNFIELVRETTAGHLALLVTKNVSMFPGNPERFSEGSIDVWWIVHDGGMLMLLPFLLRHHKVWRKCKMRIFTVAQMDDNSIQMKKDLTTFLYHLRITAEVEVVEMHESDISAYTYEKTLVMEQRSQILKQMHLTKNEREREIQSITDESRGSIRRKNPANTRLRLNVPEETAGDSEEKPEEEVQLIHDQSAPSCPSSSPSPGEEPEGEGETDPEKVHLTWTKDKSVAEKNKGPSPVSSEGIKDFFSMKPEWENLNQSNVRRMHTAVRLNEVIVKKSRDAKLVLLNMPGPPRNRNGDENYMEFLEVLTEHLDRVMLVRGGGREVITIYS
# Thrombin inh = human alpha-thrombin inhibitors, primary screen, counter-screen for coagulation protease inhibitor project, biochemical, 1536-well, fluorogenic AMC substrate. AID 1046, 2008. inhibition, % at 5 µM. Prothrombin (Homo sapiens), P00734. 220,000 tested, 0.26% active. Boc-VPR-AMC fluorogenic substrate cleavage;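 active = inhibition at or above 40%; inactive = inhibition below 40%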;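 note: 0% = enzyme with no compound and 100% = wells without enzyme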
#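 System: human alpha-thrombin protein; Compound dosing: one concentration per compound, 5 µM, with 0.2% DMSO; Timing: reaction at room temperature; Technique: AMC fluorescence, 355/460 nm; Controls: enzyme without compound as high, wells lacking enzyme as low.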
# hK5 inh = human KLK5 protease inhibitors, primary screen, biochemical, 1536-well. 210,000 tested, 0.59% active. recombinant hK5, fluorogenic AMC substrate cleavage. inhibition, % at 5 µM;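 active = inhibition of 40% or more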;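 note: 0% = enzyme controls without compound and 100% = no-enzyme blanks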
# Rad51 HR inh = human RAD51 strand exchange inhibitors, primary screen, biochemical, fluorescence. DNA repair protein RAD51 homolog 1 (Homo sapiens), Q06609. hRad51 DNA strand exchange, fluorescence dequenching. inhibition, % at 10 µM. 200,000 tested, 0.085% active. AID 1385, 2008;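 active = inhibition above 40% at the single screening dose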;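 note: 0% = DMSO control wells and 100% = blanks with heterologous ssDNA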
#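 material = hRad51 filaments on single-stranded DNA | timing = filaments 15 min 37 °C, then compound 30 min | signal = FRET fluorescence dequenching, excitation 485 nm, emission 520 nm | benchmarks = control wells and blank wells on each plate | evaluation = percent inhibition relative to plate controls and blanks | compound = 10 µM final, single point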
# EBV gp42 inh = Epstein-Barr virus gp42 inhibitors, primary screen, biochemical, uHTS, fluorescence polarization; 220,000 tested, 0.42% active; inhibition, % (tested at 21.74 µM); Fluorescence polarization binding assay, mP read-out; AID 1085, 2008; in the data active = inhibition above about 50%
# Furin inh = human furin inhibitors, primary screen, biochemical, fluorescence intensity; P09958; purified furin, fluorogenic substrate cleavage; inhibition, % at 30 µM; 220,000 tested, 0.061% active; in the data active = inhibition above about 25%; note: inactives centre near -15
# eIF4E 4G PPI = eIF4E–eIF4G protein interaction inhibitors, primary screen, biochemical, uHTS, TR-FRET, eIF4GI fragment; TR-FRET eIF4E-eIF4GI(517-606) binding, 2 h; inhibition, % at 21.7 µM; 220,000 tested, 0.37% active; AID 782, 2007;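 note: 0% = full FRET control wells and 100% = background wells lacking eIF4GI fragment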
# p47phox inh = p47phox/p22phox peptide binding inhibitors, primary screen, biochemical, uHTS, NADPH oxidase regulatory subunit. Neutrophil cytosol factor 1 (Homo sapiens), P14598. fluorescence polarization, 2 h. 220,000 tested, 0.53% active. inhibition, % at 24.7 µM;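 note: 0% = p47phox with labelled peptide and 100% = labelled peptide alone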
# The depositor's hits bear a star; . = not tested or not shown; [ ] = remark or other dose.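 Rule for the calls, unless noted: active = inhibition above about 30% (limit read from the data); inactive = the rest.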 Compounds as they come. Share with any hit: about 4.7%.
SMILES,14-3-3 Bad inh,KCC2 mod,Thrombin inh,hK5 inh,Rad51 HR inh,EBV gp42 inh,Furin inh,eIF4E 4G PPI,p47phox inh
CCc1cc[n+](-c2nc3ccccc3nc2[N-]S(=O)(=O)c2ccc(Br)s2)cc1,7,-0.88,-10,-6,-61,58*,-12,-1,-18
COc1ccc(C2C(C#N)=C(N)OC3=C2C(=O)CCC3)cc1Cn1cc([N+](=O)[O-])cn1 (stereo unspecified),1[fluorescence artefact?],0.62,20,3,-3,3,-15,6,8
COc1ccc(C2C3C(C)=NN=C3CC(C)(O)C2C(C)=O)cc1 (stereo unspecified),-1,0.85,-1,7,-10,5,-13,2,-4
O=C(Nc1ccc(Cl)cc1C(=O)N1CCCC1)c1cccc([N+](=O)[O-])c1,7,-0.38,-3,.,.,-5,-19,1,-1
Cc1cc(C)n2nc(SCC(=O)N(Cc3ccccc3)C3CCS(=O)(=O)C3)nc2n1 (stereo unspecified),-14,-1.5,-11,4,23,-9,-25,4,-4
CC1CN(c2ccc(C(F)(F)F)cc2[N+](=O)[O-])CCN1S(C)(=O)=O (stereo unspecified),-17[fluorescence artefact?],0.024,1,-18,2,-6,-5,0,-1
Nc1ccccc1Nc1cccc(C(F)(F)F)c1,-2,-0.21,-9,-3,6,-6,-17,0,-2
O=C(c1cccc(F)c1)N1CCCN(C(=O)c2cccc(F)c2)CC1,2,-0.028,-6,-11,-22,-7,2,6[fluorescence artefact?],-10
CCCn1c(SCC(=O)c2ccc(CC)cc2)n[nH]c1=O,-23,-1.4,19,17,6,-1,-11[20 µM],8,-2
CCCNC(=S)Nc1ccc(F)cc1F,-11,0.13,-4,-3,12,-3,-20,-5,4
CC(NC(=O)CN1CCN(c2ncccn2)CC1)c1ccc(F)cc1 (stereo unspecified),-12,-1.3,-1,-1,-1,-98,-18[20 µM],2[fluorescence artefact?],3
Cc1cc2c(o1)CC(C)(C)CC2=O,2,-1.7,-7,-6,6,-6,-26,6,-1
Oc1cc(Cc2ccccc2)cnc1CN1CCOCC1,-5,-0.0085,-4,-38,-9,-11,-27,-3,0
Cc1cc(-c2cc(C(=O)NCc3ccccc3)on2)nc(S(C)(=O)=O)n1,-2,0.29,-5,1,1,-36,-32,-3,-11
CCCOC(=O)c1ccc(NC(=O)c2ccc(Br)o2)cc1,-10,-0.94,-7,-16,-5,8,-8,3,-21
Nc1c(C(=O)NCc2cccnc2)sc(=S)n1-c1ccccc1,5,0.41,38,35,-10,-8,-10,33*,-10
CC(C)[C@H](NC(=O)c1ccc(Cl)c([N+](=O)[O-])c1)C(=O)NCc1ccc(F)cc1,3[fluorescence artefact?],0.19,-5,-2,2,-12,-21,-2,-5
O=C(COc1nc2ccccc2nc1N1CCOCC1)NC1CCCCC1,7,-3.6,0,2,-5,0,3,7,8
O=C(NCC1COCCO1)C1CCN(S(=O)(=O)c2ccccc2)CC1 (stereo unspecified),-2,-0.77,0,-6,-3,-9,-28[20 µM],-4,-6
Cc1nc2cc(NC(=O)NCc3ccc4c(c3)OCO4)ccc2o1,-13,-0.021,0,19,-1,-4,-9[20 µM],-4,-1
CCOC(=O)c1ccc(NC(=O)NS(=O)(=O)c2ccc(C)cc2)cc1,-4,0.11,-4,-29,-6,-7,-20,5,3
CCOC(=O)C(/C=N/c1cc(C)nn1-c1ccccc1)=C(\C)O,6[fluorescence artefact?],.,-5,2,8,-17,-3[20 µM],0[fluorescence artefact?],-8
CCOCCCNC(=O)CN(Cc1ccc(Cl)cc1)S(C)(=O)=O,2,.,-13,0,6,-8,7[20 µM],3,2
Cc1cc2c(cc(C(=O)NCc3cccnc3)n2Cc2ccc(Cl)cc2)o1,-10[fluorescence artefact?],1.8,4,-5,-8,-3,-11,-3[fluorescence artefact?],-18
Cc1ccc(C)c(N=Cc2cc3c(cc2[N+](=O)[O-])OCO3)c1,9,-0.05,9,-1,-38,-23,-26,8,-2

# Additional structures follow:
SMILES,14-3-3 Bad inh,KCC2 mod,Thrombin inh,hK5 inh,Rad51 HR inh,EBV gp42 inh,Furin inh,eIF4E 4G PPI,p47phox inh
Cc1ccc(Cc2c(C)c(C#N)c3[nH]c4ccccc4n3c2=O)cc1,-4,-0.32,-5,-18,17,-10,-23,1,0
O=C(O)c1c(Cl)nc2ccccn12,-4,0.55,-5,2,-3,6,-25,-5,3
CC(C)c1nc2sc3c(SCC(=O)NCc4ccco4)ncnc3c2c2c1CCC2,-12[fluorescence artefact?],1.5,2,-16,-4,-24,-27,-89[fluorescence artefact?],-38
CNc1nc2c(c(=O)[nH]c(=O)n2C)n1CCOC,15,.,1,-3,-4,-24,-11,4,1
O=C(/C=C/c1ccccc1)Nc1nc(-c2ccncc2)cs1,23,-0.3,-4,-1,-8,6,-2,12,31*
CCOC(=O)Cn1cc(C(=O)C2CC2)c2ccccc21,2,-1,-9,3,6,-15,-1,-2,1
CC1CN(C(=O)CN2C(=O)c3ccccc3C2=O)CC(C)O1 (stereo unspecified),13,-0.0021,3,32,-8,-4,-5,6,-14
COc1ccc(-c2nnn(CC(=O)NCCc3ccc(OC)c(OC)c3)n2)cc1,-8,-0.00086,-1,1,-7,-9,-21,2,-2
CN(C)NC1=CC(=[N+]2CCCC2)CC(C)(C)C1,13,0.86,8,-2,-36,-7,-24,7,1
COC(=O)c1cc(NS(=O)(=O)c2ccc(N3CCOCC3)c(NC(C)=O)c2)cc(C(=O)OC)c1,2[fluorescence artefact?],-0.21,-6,-3,-6,-6,-21,0,-3
CCN(CC)C(=O)CN1C(=O)/C(=C/c2ccccc2)SC1=S,-1,-4.4,2,5,21,-3,-13,-3,-9
Cn1cc([C@@H]2C[C@H]3CN(Cc4cccc(Cl)c4)C(=O)[C@]34CCCN24)c(-c2ccccc2)n1,6,-1.5,-9,-8,19,19,-9,6,-9
COc1ccc(N2C(=O)CC(Sc3nccc(C)n3)C2=O)cc1 (stereo unspecified),-1,1.1,-6,1,.,-5,-4,-2,-8
COc1ccc2c(c1)c(=O)c(C(=O)c1ccccc1)cn2Cc1ccccc1,-9,-1.9,-2,-6,.,-15,-3,1,-9
C=CCNC(=S)NNc1nc(Nc2ccccc2)nc(N2CCCCC2)n1,-19,-1.6,-4,-2,7,-10,-26,-1,-45
Nc1c(S(=O)(=O)c2ccccc2)c2nc3ccccc3nc2n1/N=C/c1ccco1,-9,.,-3,-18,-10,23,-26,0,-53
COc1cccc(CNc2nc3nc(C)c(Cl)c(C)n3n2)c1,3,.,-1,-13,-1,-2,12[20 µM],11,-12
CC(C1CC2CCC1C2)n1c(-c2ccco2)n[nH]c1=S (stereo unspecified),-7,21*,8,2,8,-9,-13,-1,5
Cc1ccc2nsnc2c1NC(=S)NC(=O)c1ccco1,-18,9.3*,-6,-14,5,-9,-4,9,-7
COC(=O)C(Cc1ccccc1)P(=O)(c1ccccc1)c1ccccc1 (stereo unspecified),-4,-0.041,-3,-12,7,2,-22,2,-23
CC(=O)Nc1ccc(S(=O)(=O)N(c2cccnc2)S(=O)(=O)c2ccc(NC(C)=O)cc2)cc1,0,-0.56,1,-7,1,-4,-17[20 µM],-2[fluorescence artefact?],-14
CCN1C(=O)c2cccc3c(S(=O)(=O)NCc4ccccn4)ccc1c23,9,-0.67,-6,-3,15,2,-23[20 µM],-2,-5
Cc1ccc(NC(=O)COC(=O)c2csc3c2CCC(C)C3)cc1S(=O)(=O)N1CCCCC1 (stereo unspecified),1[fluorescence artefact?],0.73,-1,-10,.,-10,-10,4[fluorescence artefact?],-13
CC(C)C(=O)N1CCN(CCN=CC2=C(O)CC(c3ccco3)CC2=O)CC1 (stereo unspecified),-17,.,-13,-26,-6,0,-10,-8,-11
CN(Cc1nc(-c2cnccn2)no1)Cc1cccc2ccccc12,-10,-0.026,-8,0,10,2,-27,-3,12

# Look-ups from the entries so far.
# In eIF4E 4G PPI, COC(=O)c1cc(NS(=O)(=O)c2ccc(N3CCOCC3)c(NC(C)=O)c2)cc(C(=O)OC)c1 has 0
# In Furin inh, O=C(NCC1COCCO1)C1CCN(S(=O)(=O)c2ccccc2)CC1 (stereo unspecified) has -28[20 µM]

# Next compounds.
SMILES,14-3-3 Bad inh,KCC2 mod,Thrombin inh,hK5 inh,Rad51 HR inh,EBV gp42 inh,Furin inh,eIF4E 4G PPI,p47phox inh
Cc1cc(=O)[nH]c(SCC(=O)Nc2ccc(S(=O)(=O)N3CCOCC3)cc2)n1,4,-0.025,0,6,1,-8,-3[20 µM],-1,-19
O=C(O)c1cccc(N2CCCC2=O)c1,11,0.47,-2,10,2,-17,-19,1,3
Cc1cc(SC2CCOC2=O)nc2ccccc12 (stereo unspecified),-11,-0.61,-13,7,-27,-24,-28,5,-9
Cc1cc(=O)[nH]c(SCC(=O)C23CC4CC(CC(C4)C2)C3)c1C#N,4,.,1,8,-6,-5,-8,4,-11
O=C(NCc1cccnc1)c1cnc2n(c1=O)CCS2,-6[fluorescence artefact?],0.56,0,-3,.,-11,13[20 µM],1[fluorescence artefact?],4
CCNC(=S)N1CCC(c2nc3cc(C)c(C)cc3[nH]2)CC1,-11,-0.37,11,-6,-2,0,-17,-1,-3
CCCN=C(Nc1ccc(Cl)cc1)c1cccnc1,0,.,-1,-9,16,-10,-21,7,-5
CCOC(=O)c1c(C)[nH]c(C(=O)CSc2ccccc2)c1C,-7,-0.41,-7,-3,2,-9,-18,8,-5
CCOc1ccc(NC(=O)c2cccc(OC(=S)N3CCC(C)CC3)c2)cc1,-2,0.0017,1,4,-7,3,-17[20 µM],-5,-3
Cn1cnnc1SCC(=O)Nc1sc2c(c1C#N)CCCCC2,-4,-1.4,3,-23,5,-8,-5[20 µM],6[fluorescence artefact?],-10
Oc1ccc(-c2onc(C(F)(F)F)c2-c2cscn2)c(O)c1,1,-0.97,-8,-1,.,6,-8[20 µM],2,7
Cc1ccc(/C=C(\C#N)C(=O)NCc2ccco2)o1,0,0.043,-4,.,.,-13,-11,4,-12
Cc1ccc(-n2c(=O)c(C#N)cc3c(=O)n4ccccc4nc32)cc1,1,2.3,-29,-43,-15,6,-78,-1[fluorescence artefact?],-4
COc1ccccc1NC(=O)Cn1c(CCC(=O)O)ccc1-c1ccc(C)cc1,-8,0.016,-2,5,7,-9,-27,-6,-2
O=C1c2ccccc2C(=O)N1c1ncccn1,-7[fluorescence artefact?],-0.077,-5,-29,8,-18,-8,-10,2

# A second format for some results above:
# Order of values – 14-3-3 Bad inh	KCC2 mod	Thrombin inh	hK5 inh	Rad51 HR inh	EBV gp42 inh	Furin inh	eIF4E 4G PPI	p47phox inh
Cc1ccc(-n2c(=O)c(C#N)cc3c(=O)n4ccccc4nc32)cc1
→ 1	2.3	-29	-43	-15	6	-78	-1[fluorescence artefact?]	-4
COc1ccccc1NC(=O)Cn1c(CCC(=O)O)ccc1-c1ccc(C)cc1
→ -8	0.016	-2	5	7	-9	-27	-6	-2
O=C1c2ccccc2C(=O)N1c1ncccn1
→ -7[fluorescence artefact?]	-0.077	-5	-29	8	-18	-8	-10	2
